Screens deposited in PubChem BioAssay by National Center for Advancing Translational Sciences (NCATS).
POLH inh – qHTS for Inhibitors of Polymerase Eta; DNA polymerase eta (Homo sapiens), Q9Y253; recombinant Pol eta, fluorescent DNA replication assay; Potency, µM (titrated, usually from 114 µM), for inactives: top-dose activity change, negative = inhibition, hits mostly inhibitors; 390,000 tested, 1.2% active; AID 588591, 2011; further: on the % scale 0 is the no-effect control and ±100 the full control effect
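Fluorescent replication assay: 50 nM final substrate added after a 15 min room-temperature compound preincubation with 10 nM enzyme. Signal taken at 0 min and again at 10 min.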
APE1 inh – qHTS Assay for Inhibitors of the Human Apurinic/apyrimidinic Endonuclease 1 (APE1); DNA repair nuclease/redox regulator APEX1 (Homo sapiens), P27695; recombinant APE1, TAMRA/BHQ-2 abasic DNA cleavage fluorescence; Potency, µM (doses to about 65.8 µM), for the others: at the highest dose activity change, negative = inhibition, most hits filed as inhibitors; 350,000 tested, 0.35% active; AID 2517, 2012;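 further: plate controls were vehicle for no effect and reference inhibitor for full effect; nearly all actives have a fitted effect of over 55% in size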
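APE1 at 0.75 nM final was preincubated with compound 15 min at room temperature, then 50 nM double-stranded THF abasic-site substrate (5'-TAMRA/3'-BHQ-2) was added. Fluorescence (ex 525/em 598 nm) was read kinetically; third-minus-first read gave activity.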
BAZ2B inh – qHTS Assay for Inhibitors of BAZ2B. Bromodomain adjacent to zinc finger domain protein 2B (Homo sapiens), Q9UIF8. AlphaScreen BAZ2B-H3K14Ac peptide displacement. Potency, µM (titrated, usually from 114 µM), inactives show top-dose activity change, negative = inhibition, most hits filed as inhibitors. 360,000 tested, 4.4% active. AID 504333, 2011; further: on the % scale 0 is the no-effect control and ±100 the full control effect; nearly all actives have a fitted effect of over 60% in size
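AlphaScreen displacement: compounds (up to 110uM) incubated 30 min at room temperature with a preformed 50 nM BAZ2B/50 nM biotinylated H3K14Ac peptide complex in PBS pH 7.4 with Tween-20. Donor and acceptor beads at 10 ug/mL final added, 20 min light-protected before reading.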
JMJD2A Tudor – qHTS Assay for Inhibitors of JMJD2A-Tudor Domain; Lysine-specific demethylase 4A (Homo sapiens), O75164; AlphaScreen JMJD2A-Tudor / H3K4me3 peptide binding; Potency, µM (doses to about 114 µM), inactives show top-dose activity change, negative = inhibition, hits mostly inhibitors; 390,000 tested, 4.4% active; AID 504339, 2011; further: on the % scale 0 is the no-effect control and ±100 the full control effect; nearly all actives have a fitted effect of over 50% in size
G9a inh – qHTS Assay for Inhibitors of Histone Lysine Methyltransferase G9a; 350,000 tested, 8.8% active; Potency, µM (titrated, usually from 102 µM), for the others: at the highest dose activity, negative = inhibition, most hits filed as inhibitors; AID 504332, 2011; G9a H3K9 monomethylation, AlphaScreen, 2 h; further: on the % scale 0 is the no-effect control and ±100 the full control effect; nearly all actives have a fitted effect of over 75% in size
Target sequence (Q96KQ7 913-1193 limits assumed): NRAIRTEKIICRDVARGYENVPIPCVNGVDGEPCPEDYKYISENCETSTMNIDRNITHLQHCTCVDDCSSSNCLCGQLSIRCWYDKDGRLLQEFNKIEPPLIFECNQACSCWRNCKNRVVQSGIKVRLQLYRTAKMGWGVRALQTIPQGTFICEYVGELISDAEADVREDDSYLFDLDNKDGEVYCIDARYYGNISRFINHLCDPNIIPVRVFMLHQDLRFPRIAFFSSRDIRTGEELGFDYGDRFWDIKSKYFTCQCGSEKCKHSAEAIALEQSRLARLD
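Compounds were preincubated with 20 nM G9a for 15 min, after which biotinylated H3K9 peptide (500 nM) and SAM (20 uM) started a 2 h room-temperature reaction. Monomethylated product was quantified by antibody-based AlphaScreen chemiluminescence.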
BLM helicase inh – qHTS Assay for Inhibitors of Bloom's syndrome helicase (BLM); 350,000 tested, 0.2% active; AID 2528, 2010; recombinant BLM DNA unwinding, fluorescence dequenching; RecQ-like DNA helicase BLM (Homo sapiens), P54132; Potency, µM (doses to about 56.1 µM), without a hit: at the top dose activity change, negative = inhibition, hits mostly inhibitors;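 further: plate controls were vehicle for no effect and no enzyme for full effect; nearly all actives have a fitted effect of over 35% in size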
POLB inh – qHTS Assay for Inhibitors of DNA Polymerase Beta; P06746; Pol beta primer extension/strand displacement, fluorescence kinetic; Potency, µM (top dose mostly 114 µM), without a hit: top-dose activity change, negative = inhibition, usual class: inhibitors; 340,000 tested, 1.3% active; AID 485314, 2010; further: on the % scale 0 is the no-effect control and ±100 the full control effect
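Enzyme-only controls used 10 nM Pol beta; buffer lacking enzyme served as negative control. Compound preincubated 15 min, then 50 nM substrate added; 0 and 10 min reads at room temperature.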
POLI inh – qHTS for Inhibitors of Polymerase Iota; DNA polymerase iota (Homo sapiens), Q9UNA4; Pol iota fluorescent replication assay, 10 min; Potency, µM (series often up to 115 µM), inactives show top-dose activity, negative = inhibition, actives largely listed as inhibitors; 390,000 tested, 1% active
Target sequence (Q9UNA4 whole entry, looked up): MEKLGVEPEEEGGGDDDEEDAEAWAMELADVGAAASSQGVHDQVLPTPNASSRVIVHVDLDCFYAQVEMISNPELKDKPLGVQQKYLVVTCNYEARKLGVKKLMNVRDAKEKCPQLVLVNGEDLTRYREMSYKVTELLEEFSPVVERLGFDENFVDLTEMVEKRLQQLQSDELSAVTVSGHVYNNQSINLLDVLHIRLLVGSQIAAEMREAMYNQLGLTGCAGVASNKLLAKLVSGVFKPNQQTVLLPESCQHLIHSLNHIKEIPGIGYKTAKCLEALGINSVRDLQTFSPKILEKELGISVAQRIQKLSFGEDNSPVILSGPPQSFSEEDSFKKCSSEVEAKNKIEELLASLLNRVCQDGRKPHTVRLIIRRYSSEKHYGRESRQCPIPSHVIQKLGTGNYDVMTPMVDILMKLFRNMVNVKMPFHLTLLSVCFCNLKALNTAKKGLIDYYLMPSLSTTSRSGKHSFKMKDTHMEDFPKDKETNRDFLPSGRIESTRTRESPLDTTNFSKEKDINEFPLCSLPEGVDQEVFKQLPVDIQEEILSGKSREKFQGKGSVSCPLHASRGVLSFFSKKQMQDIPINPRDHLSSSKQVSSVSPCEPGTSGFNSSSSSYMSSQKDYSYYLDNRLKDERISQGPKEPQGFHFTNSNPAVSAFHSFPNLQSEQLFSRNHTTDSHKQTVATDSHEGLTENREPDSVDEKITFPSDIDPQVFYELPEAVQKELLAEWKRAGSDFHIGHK
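Fluorescent replication assay read twice, at 0 min and 10 min after adding 50 nM (final) substrate. Enzyme (10 nM) and compounds were first incubated 15 min at room temperature; enzyme-free buffer wells were negative controls.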
Pol kappa inh – qHTS for Inhibitors of Polymerase Kappa; Potency, µM (highest dose often 107 µM), for inactives: at the top dose activity, negative = inhibition, hits mostly inhibitors; 400,000 tested, 0.53% active; DNA polymerase kappa (Homo sapiens), Q9UBT6; purified Pol kappa, fluorescent DNA synthesis assay, 10 min; further: on the % scale 0 is the no-effect control and ±100 the full control effect
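Kinetic fluorescence readout at 0 and 10 min followed reaction start with substrate at 50 nM final. Beforehand, enzyme (10 nM Pol kappa) stood 15 min with compound at room temperature; buffer-only wells were negative controls.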
* hit, by the source's call; ? = inconclusive; . = not tested or not shown; [ ] = remark or other dose. The call rests on the fitted dose curve; in most records, active means well fitted curve in the direction sought with a large enough effect; inconclusive means small, poorly fitted or top-dose-only effect, or another doubt; inactive means no such curve, though single readings can be large; an effect the other way counts as inactive or inconclusive. Potency means the concentration at half of the fitted maximal effect.

Sample of the layout (9 entries):
SMILES	POLH inh	APE1 inh	BAZ2B inh	JMJD2A Tudor	G9a inh	BLM helicase inh	POLB inh	POLI inh	Pol kappa inh
CC(=O)N(C)c1ccc(NC(=O)N2CCOCC2)cc1	-12%	-8%	-5%	?	.	-1%	62%	157%[activator]	0%
COc1ccc2[nH]cc(CCNC(=O)Nc3c(C)cccc3C)c2c1	-7%	.	-26%	-26%	-20%[59 µM]	-1%	1%	8%	-2%
Cc1cccc(NC(=O)CNC(=O)c2ccc3nc[nH]c3c2)c1C	13µM*	-32%	50µM*	-27%	?	.	.	?	?
O=C(COC(=O)C1=NN(c2ccccc2)C(=O)CC1)Nc1nc(-c2ccc(F)cc2)cs1	-19%	13%	.	?	.	.	.	2%	-6%
CC1=C(c2ccc(C)c(C)c2)S(=O)(=O)N=C1N1CCC(C(=O)NCc2ccc(C)o2)CC1	.	.	-21%	-9%	19%[59 µM]	-1%	11%	0%	-10%
CC(C)c1nnc(NC(=O)CCC(=O)N2CCN(c3cccc(Cl)c3)CC2)s1	-2%	-18%	?	-21%	.	-4%	22%	-11%	-5%
COc1ccccc1NS(=O)(=O)c1cc(C(=O)N2CCN(C(=O)c3ccco3)CC2)ccc1F	-17%	.	.	-11%	.	.	.	24%	1%
O=C(NCCCN1CCCC1=O)C(=O)NCC1OCCN1S(=O)(=O)c1ccc(Br)cc1 (stereo not given)	4%	-16%	-7%	-12%	31%	-8%	7%	24%	-5%
CN(C(=O)COC(=O)c1ccc(S(=O)(=O)N2CCOCC2)cc1)C1CCCCC1	-16%	?	-17%	-1%	-3%	-2%	-1%	141%[activator]	-8%

The listing (from the top)
SMILES	POLH inh	APE1 inh	BAZ2B inh	JMJD2A Tudor	G9a inh	BLM helicase inh	POLB inh	POLI inh	Pol kappa inh
CC(=O)N(C)c1ccc(NC(=O)N2CCOCC2)cc1	-12%	-8%	-5%	?	.	-1%	62%	157%[activator]	0%
COc1ccc2[nH]cc(CCNC(=O)Nc3c(C)cccc3C)c2c1	-7%	.	-26%	-26%	-20%[59 µM]	-1%	1%	8%	-2%
Cc1cccc(NC(=O)CNC(=O)c2ccc3nc[nH]c3c2)c1C	13µM*	-32%	50µM*	-27%	?	.	.	?	?
O=C(COC(=O)C1=NN(c2ccccc2)C(=O)CC1)Nc1nc(-c2ccc(F)cc2)cs1	-19%	13%	.	?	.	.	.	2%	-6%
CC1=C(c2ccc(C)c(C)c2)S(=O)(=O)N=C1N1CCC(C(=O)NCc2ccc(C)o2)CC1	.	.	-21%	-9%	19%[59 µM]	-1%	11%	0%	-10%
CC(C)c1nnc(NC(=O)CCC(=O)N2CCN(c3cccc(Cl)c3)CC2)s1	-2%	-18%	?	-21%	.	-4%	22%	-11%	-5%
COc1ccccc1NS(=O)(=O)c1cc(C(=O)N2CCN(C(=O)c3ccco3)CC2)ccc1F	-17%	.	.	-11%	.	.	.	24%	1%
O=C(NCCCN1CCCC1=O)C(=O)NCC1OCCN1S(=O)(=O)c1ccc(Br)cc1 (stereo not given)	4%	-16%	-7%	-12%	31%	-8%	7%	24%	-5%
CN(C(=O)COC(=O)c1ccc(S(=O)(=O)N2CCOCC2)cc1)C1CCCCC1	-16%	?	-17%	-1%	-3%	-2%	-1%	141%[activator]	-8%
CSc1cccc(NC(=O)/C=C/c2cccc(Cl)c2)c1	-10%	12%	8%	-12%	21%[59 µM]	-9%	-2%	15%	-22%
CNS(=O)(=O)c1cccc(C(=O)OCCCOC(=O)c2cccc(S(=O)(=O)NC)c2)c1	-20%	31%	-21%	-7%	4%	-8%	-8%	26%	2%
COc1ncc2nc(C)c(=O)n(CCc3ccccc3)c2n1	.	-2%	.	.	-2%[0.501 µM]	1%	.	.	2%[60.1 µM]
CCn1c(=O)c2sccc2n2c(CCCC(=O)Nc3ccc(OC)c(OC)c3)nnc12	-3%	.	-2%	5%	9%[59 µM]	-1%	10%	-14%	-5%
COc1ccc(NC(=O)C2CCCN(c3nn4c(=O)cc(C)nc4s3)C2)cc1 (stereo not given)	-2%	35%	8%	-25%	?	0%	0%	-6%	-7%
COc1cc(C(=S)N2CCOCC2)cc(OC)c1O	-1%	4%	6%	-21%	.	-9%	-2%	11%	-7%
CC(Sc1ccc2c(c1)OCCO2)C(=O)Nc1ccc2c(c1)OCO2 (stereo not given)	-8%	-3%	-3%	-3%	-7%[59 µM]	-3%	7%	-4%	-14%
Cc1cccc(OCC(=O)Nc2ccccc2N2CCCCC2)c1C	-24%	26%	38%[activator]	44%[activator]	22%	.	.	24%	-1%
CC1CCCCC1NC(=O)CCn1c(=O)oc2ccccc21 (stereo not given)	-3%	-2%	5%	-3%	-2%[59 µM]	4%	48%	5%	-4%
CCn1c(=O)c(=O)[nH]c2cc(C(=O)NCc3ccc(F)cc3)ccc21	-19%	25%	-2%	-14%	-10%	-2%	21%	30%[activator]	-6%
CC12CCC(C(=O)N(c3nccs3)C1=O)C2(C)C (stereo not given)	-10%	.	.	-6%	.	.	.	29%	-4%
Nc1nc(Cl)cc(NCCc2ccc(O)cc2)n1	-1%	-5%	-18%	-9%	10%	-7%	5%	-19%	-1%
CN(C(=O)COC(=O)C1c2ccccc2Oc2ccccc21)C1CCS(=O)(=O)C1 (stereo not given)	-16%	0%	.	-23%[11.4 µM]	-7%[59 µM]	0%	-2%	20%	-6%
Cc1nc(C)c(CC(=O)N2CCc3c([nH]c4ccccc34)C2c2ccccn2)s1 (stereo not given)	-15%	-8%	?	-35%	.	-4%	4%	84%[activator]	-11%
O=C(NNC(=O)c1ccc(Br)s1)c1cccc(S(=O)(=O)N2CCCC2)c1	-17%	-6%	7%	-13%	-5%[12.7 µM]	.	.	36%[activator]	-19%
CN1CCc2c(sc(NC(=O)C3CCCN3S(=O)(=O)c3ccc(Cl)s3)c2C(N)=O)C1 (stereo not given)	-23%	11%	-3%	-11%	45µM*	.	.	13%	3%
O=S(=O)(c1ccccc1)c1nc(-c2ccco2)oc1N1CCCCCC1	-27%	-2%	40µM*	-31%[11.4 µM]	?	0%	-1%	-5%	-14%
CCOc1ccc(-c2cc(N)n(S(=O)(=O)c3cccc4nsnc34)n2)cc1	2%	-4%	?	?	22µM*	-4%	-29%	2%	-7%
Cc1ccc(NC(=O)COC(=O)Cn2cnc3c2c(=O)n(C)c(=O)n3C)c(Cl)c1	0%	-2%	.	-6%	-8%	1%	19%	24%	-2%
Cc1cc(C)c(S(=O)(=O)N2CCN(C(=O)CN3C(=O)NC4(CCCC4)C3=O)CC2)c(C)c1	-4%	6%	-10%	3%	19%	-2%	-17%	10%	-14%
CCOC(=O)c1c(NC(=O)CSc2nnc(-c3c[nH]c4ccccc34)n2CCOC)sc2c1CCCC2	-12%	6%	-9%	-26%	-7%	-8%	3%	-18%	-10%
CCOC(=O)NC(=O)CSc1nnc(SCCC(=O)O)s1	-14%	1%	-6%	-33%	15%[59 µM]	2%	2%	1%	-16%
O=C(NNC(=O)c1cccc2ccccc12)c1cccc(Cl)c1	-6%	.	.	-4%	.	.	.	70%[activator]	-3%
CCOC(=O)N1CCN(S(=O)(=O)c2ccc(C)c(C(=O)NC3CCCCC3)c2)CC1	-20%	-22%	-1%	-7%	30%	-8%	3%	21%	-8%
CCOC(=O)c1cccc(NS(=O)(=O)c2cnc[nH]2)c1	-6%	20%	11%	10%	-30%[2.33 µM]	-2%	4%	-4%	-7%
COc1ccccc1OCc1cc(C(=O)N(C)CCC2CCCCO2)no1 (stereo not given)	-13%	45%[activator]	2%	-14%	48%[activator]	-1%	-1%	-6%	-6%
O=C(O)c1cccc(Oc2ccccc2[N+](=O)[O-])c1	-5%	?	4%	-17%	19%[59 µM]	2%	-2%	-17%	-7%
Cc1cc(C)c2c(c1)CC(C)(C)CC2=O	-5%	.	.	-2%	.	.	.	1%	-15%
COc1ccc(Nc2ccnc3ccccc23)cc1	-12%	1%	-8%	-11%	-38%[59 µM]	0%	10%	4%	-9%
CCc1nc(SCC(=O)c2c[nH]c3ccccc23)n[nH]1	-7%	3%	-11%	-11%	21%[59 µM]	-2%	0%	50%[activator]	-3%
C[C@@H](N)C(=O)NC[C@H]1O[C@@H](n2cnc3c(N)ncnc32)[C@H](O)[C@@H]1O	-11%	19%	.	-5%	.	.	.	5%	-4%
CC1CN=C(Nc2cccc(S(=O)(=O)N(C)C)c2)S1 (stereo not given)	-7%	1%	3%	-12%	-39%	1%	20%	12%	-4%
Cc1ccc(-c2[nH]c3cc(C(=O)NCCCn4ccnc4)ccc3c(=O)c2O)cc1	-9%	0%	56µM*	-35%	19%[59 µM]	-21%	0%	79µM*	-4%
O=C(CCC(=O)Nc1ccc(Cl)cc1Cl)NNC(=O)Nc1ccccc1	4%	-9%	-4%	3%	?	-2%	-13%	5%	-8%
CC(C)c1ccc2[nH]c(O)c(N=NC(=S)NCCc3ccccc3)c2c1	-9%	3%	-34%	?	-46%	-6%	-16%[57.1 µM]	24%	1%

An excerpt; rates above refer to the full screens.
